Assay outcomes deposited in PubChem BioAssay by Vanderbilt High Throughput Screening Facility.
GluA2 TARP mod: GluA2-stargazin AMPA receptor complex modulation; HEK293 GluA2+stargazin, membrane potential dye (FDSS), glutamate EC50; hits were called plate by plate, in both directions; hit rate 3.5% among 40,000; calls only at 30 µM; O88602+P19491; AID 1259245;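 active means any of four per-well response measures lying three or more SD from its plate-wide compound average, in either direction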
GluA2 TARP mod agonism max-min: further read-out of GluA2 TARP mod, marked with its call; compound max-min signal; compound-alone response (agonism);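 unitless range of fluorescence divided by baseline over first 100 seconds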
GluA2 TARP mod glutamate slope: also measured in GluA2 TARP mod; calls as there; glutamate slope, % of max; measured here: glutamate response slope, % max;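 scaled per plate between vehicle wells and maximal 1 mM glutamate control wells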
Active calls of the source: *; i = inactive; & = joins results of further samples.

SMILES | GluA2 TARP mod | GluA2 TARP mod agonism max-min | GluA2 TARP mod glutamate slope
Cc1ccc(=O)n(CCNC(=O)c2ccc3nsnc3c2)n1 | i | 0.1 | 47
O=C(CN1C(=O)S/C(=C\c2ccccc2)C1=O)NCCN1C(=O)CSC1=O | i | 0.079&0.031 | 47&117
Cc1ccc(OCC(O)Cn2c(C3CC3)nc3ccccc32)cc1 (configuration not stated) | i | 0.086 | 53

Single records (already shown). Screens in order: GluA2 TARP mod, GluA2 TARP mod agonism max-min, GluA2 TARP mod glutamate slope
Cc1ccc(OCC(O)Cn2c(C3CC3)nc3ccccc32)cc1 (configuration not stated) as listed: i, 0.086, 53
Cc1ccc(=O)n(CCNC(=O)c2ccc3nsnc3c2)n1 as listed: i, 0.1, 47

Not all compounds are listed; rates above refer to the full screens.
